KDM5B inhibitor: blocks human KDM5B histone demethylase activity; Potency, µM (highest dose often 57.7 µM), for the others: at the highest dose activity change, negative = inhibition, hits mostly inhibitors; 220,000 compounds, 2.6% hits; KDM5B demethylase, FDH-coupled NADH fluorescence (FDH is formaldehyde dehydrogenase); AID 1347165; active = well fitted inhibition curve with a large enough effect; inconclusive = small, poorly fitted or top-dose-only effect; inactive = no such curve, though single readings can be large or run the other way; note: 0% is about no effect; nearly all actives have a fitted effect of over 70% in size
Target sequence (Q9UGL1 whole entry, looked up): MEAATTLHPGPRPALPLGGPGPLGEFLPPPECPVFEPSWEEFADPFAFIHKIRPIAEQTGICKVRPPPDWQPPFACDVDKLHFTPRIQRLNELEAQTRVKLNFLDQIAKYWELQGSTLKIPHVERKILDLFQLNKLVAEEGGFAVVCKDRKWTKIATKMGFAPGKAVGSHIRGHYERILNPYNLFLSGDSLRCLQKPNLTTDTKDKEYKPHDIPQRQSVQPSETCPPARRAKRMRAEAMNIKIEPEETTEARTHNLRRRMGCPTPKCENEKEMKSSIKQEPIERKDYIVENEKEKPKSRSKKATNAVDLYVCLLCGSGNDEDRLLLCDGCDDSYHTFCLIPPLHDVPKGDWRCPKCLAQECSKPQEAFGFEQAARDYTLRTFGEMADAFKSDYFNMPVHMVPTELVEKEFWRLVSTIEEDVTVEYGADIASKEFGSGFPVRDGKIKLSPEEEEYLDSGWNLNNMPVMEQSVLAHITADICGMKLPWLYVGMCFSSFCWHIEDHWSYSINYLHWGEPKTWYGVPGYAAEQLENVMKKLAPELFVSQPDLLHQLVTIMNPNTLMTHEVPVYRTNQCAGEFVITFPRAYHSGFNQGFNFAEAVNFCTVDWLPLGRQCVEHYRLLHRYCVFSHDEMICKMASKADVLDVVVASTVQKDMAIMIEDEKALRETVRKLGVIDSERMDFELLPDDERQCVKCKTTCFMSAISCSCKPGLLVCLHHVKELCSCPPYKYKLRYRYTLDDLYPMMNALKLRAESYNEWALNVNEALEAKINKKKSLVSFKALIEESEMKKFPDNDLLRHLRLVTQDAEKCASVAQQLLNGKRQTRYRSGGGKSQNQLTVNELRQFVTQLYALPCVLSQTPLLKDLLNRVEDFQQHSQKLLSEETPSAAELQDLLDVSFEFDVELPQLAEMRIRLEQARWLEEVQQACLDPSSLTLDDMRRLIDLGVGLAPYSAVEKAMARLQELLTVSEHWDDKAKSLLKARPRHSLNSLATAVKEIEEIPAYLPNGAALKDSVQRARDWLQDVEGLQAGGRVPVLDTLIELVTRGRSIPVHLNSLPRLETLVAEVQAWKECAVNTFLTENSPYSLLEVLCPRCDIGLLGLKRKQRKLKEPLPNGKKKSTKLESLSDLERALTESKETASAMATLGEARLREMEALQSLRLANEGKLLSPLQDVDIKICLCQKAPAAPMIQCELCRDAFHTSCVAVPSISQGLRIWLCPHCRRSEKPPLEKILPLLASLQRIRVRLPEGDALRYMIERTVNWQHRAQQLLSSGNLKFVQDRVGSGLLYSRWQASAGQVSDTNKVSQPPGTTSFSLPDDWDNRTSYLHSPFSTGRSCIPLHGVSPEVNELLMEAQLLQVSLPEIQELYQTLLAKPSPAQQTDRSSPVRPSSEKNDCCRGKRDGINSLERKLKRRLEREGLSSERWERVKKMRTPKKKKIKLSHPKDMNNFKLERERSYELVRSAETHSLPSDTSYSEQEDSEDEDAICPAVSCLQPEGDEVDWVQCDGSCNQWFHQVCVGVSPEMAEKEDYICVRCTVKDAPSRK
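KDM5BΔAP (200 nM final) in 50 mM HEPES pH 7.5, 0.01% Tween-20 was preincubated 10 min at RT with compound over a concentration range. Substrate mix (H3K4me3 12.5 µM, α-KG 25 µM, Fe²⁺, ascorbate, NAD⁺, FDH) was added, and NADH fluorescence change over 30 min gave dose-response curves.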
* hit, by the source's call; i = inactive; u = inconclusive; [ ] = dose if it differs, or a comment. Potency is the fitted concentration of half-maximal effect. A portion of the library, so the mix of outcomes need not match the whole.

KDM5B inhibitor	compound
-18%[115 µM]	CN(CC1CC1)C1CCOc2ccccc21 (stereo not given)
7%	Cc1ccc(NC(=O)CCc2ncc(-c3ccccc3)o2)nc1
-15%[86.2 µM]	O=C1[C@@H]2C[C@@H](CN2C(=O)Cc2ccccc2)Oc2ccccc2N1CC1CC1
u	Cc1cccc(OC(=O)c2nc(SCc3ccccc3F)ncc2Cl)c1
13%	NS(=O)(=O)c1ccc(N/N=C/c2ccccc2C(F)(F)F)c([N+](=O)[O-])c1
-1%	Cc1[nH]c2ccc(C(=O)N(Cc3ccccc3)C3CCS(=O)(=O)C3)cc2c1C (stereo not given)
8%	O=C(CN1CCN(c2ccc(C(F)(F)F)cn2)CC1)NC1CCS(=O)(=O)C1 (stereo not given)
21%	N#Cc1cccc(C(=O)C(C#N)C(=O)Nc2cccc(C(F)(F)F)c2)c1 (stereo not given)
29%	C=CCN1CCCN(Cc2ccc(C#N)cc2)CC1
u	CCCc1nn2c(=O)cc(COC(=O)c3ccco3)nc2s1
5%	CCOc1ccc(CNC(=O)CCn2cccn2)cc1OC
-3%	O=C(CCC(=O)c1ccc(F)cc1)Nc1ccccc1-c1ccccc1
71%[activator]	CCCc1ccc(S(=O)(=O)N2CCN(C(=O)C(CC(C)C)NC(N)=O)CC2)cc1 (stereo not given)
u	CN(C)C(=O)N1CCCn2nc(CNC(=O)c3ccc4[nH]ccc4c3)cc2C1
7%	CCn1c(CN2CCCCC2)nc2cc(NC(=O)c3ccc([N+](=O)[O-])cc3)ccc21
-11%	CCOC(=O)c1ccccc1NC(=O)Cn1c(=O)n(CCCC(=O)NCc2ccc3c(c2)OCO3)c(=O)c2ccccc21
12%	O=C(OCc1coc(-c2ccc(F)cc2)n1)c1ccc2nccnc2c1
0%	Cc1ccc(CCCCCCCCCCCC(=O)O)cc1
u	NS(=O)(=O)c1ccc(-c2ccc(/C=N/NC(=O)c3ccccc3O)o2)cc1
u	CCN1CCN(CCNC(=O)c2cc(-c3ccc(NC(C)=O)cc3)nc3ccccc23)CC1
-13%	Cc1ccc(NC(=O)Cn2c(=O)c3ccccc3n3nncc23)cc1
-14%	CN1[C@@H](CCC(=O)NCc2cccs2)CNC(=O)[C@@H]2[C@H]1CCN2Cc1cccc(OC(F)(F)F)c1
u	COc1ccc(OC)c(/C=N/NC(=O)c2[nH]ncc2Br)c1
170%[activator]	O=C(NCC1CCN(CC(F)(F)F)C1)c1cc2ccccc2[nH]1 (stereo not given)
-25%[86.2 µM]	COc1ccc(-c2nnc3ccc(N4CCN(c5ccccn5)CC4)nn23)nc1
12%	COc1ccccc1CC(=O)N1CCC(Cc2nc(-c3cnccn3)no2)CC1
-10%	COCCCNC(=O)c1cc(Sc2nnc(C)s2)nc2ccccc12
-21%	COc1ccc(CCNC(=O)CSc2nnc(-c3ccc(C)cc3)c(-c3ccc(C)cc3)n2)cc1OC
23%	COc1cccc(N(CC(=O)NCc2ccco2)C(=O)CCC(=O)Nc2nccs2)c1
-8%	O=C(Nc1cccc2ncccc12)c1ccco1

Structures shown so far that have a CF3 group:
KDM5B inhibitor	compound
13%	NS(=O)(=O)c1ccc(N/N=C/c2ccccc2C(F)(F)F)c([N+](=O)[O-])c1
8%	O=C(CN1CCN(c2ccc(C(F)(F)F)cn2)CC1)NC1CCS(=O)(=O)C1 (stereo not given)
21%	N#Cc1cccc(C(=O)C(C#N)C(=O)Nc2cccc(C(F)(F)F)c2)c1 (stereo not given)
-14%	CN1[C@@H](CCC(=O)NCc2cccs2)CNC(=O)[C@@H]2[C@H]1CCN2Cc1cccc(OC(F)(F)F)c1
170%[activator]	O=C(NCC1CCN(CC(F)(F)F)C1)c1cc2ccccc2[nH]1 (stereo not given)

Continued.
KDM5B inhibitor	compound
9%	O=C(NCCc1ccccn1)c1ccc(Cn2ccn3nc4c(c3c2=O)CCCC4)cc1
-8%	O=C(NC(c1ccccc1)c1cc2ccccc2o1)C1CCC1 (stereo not given)
-24%	CCOc1cc(CNC(=O)c2ccc(NC(=O)c3nsc4ccccc34)cc2)ccc1OC
-14%	COc1ccc(CNC(=O)c2cnc3ccc(C)cn3c2=O)cc1
1%	Cc1cc(NS(=O)(=O)c2ccc(NC(=O)COc3c(C)cc(Br)cc3C)cc2)no1
13%	CCOc1ccccc1NC(=O)CN1CCC(NC(=O)c2ccccc2C)CC1
28µM*	CC1Cc2cc(-c3ccnc4ncnn34)ccc2O1 (stereo not given)
5%	Cc1ccc(S(=O)(=O)N[C@H]2CC(C)(C)[C@@H]3C[C@@](C)(O)CC[C@]23CCC(=O)NCCc2c[nH]c3ccccc23)cc1
-5%	CCn1cc(S(=O)(=O)N2C[C@@H](C(=O)NC)[C@H](c3nc(C)no3)C2)cn1
-3%	Cc1nc(-c2ccc(F)cc2)n(Cc2cccc(F)c2)c(=O)c1CCO
89µM*	O=C(c1cc(-c2cccnc2)c2nncn2n1)N1CCOCC1
-22%	COCc1ccc(C(=O)NCc2cc3n(n2)CCCN(CC(C)C)C3)o1
15%	O=C1CN(C(=O)c2ccc(-n3cccn3)cc2)CC(OCc2ccccc2)CN1Cc1cccnc1 (stereo not given)
u	O=C(Cn1c(SCCOc2ccccc2Cl)nc2ccccc21)N1CCCCC1
u	O=C(c1ccc2cc[nH]c2c1)N1CCC(N2C(=O)C3(CCCCC3)C2c2ccncc2)CC1 (stereo not given)
u	CN(C)S(=O)(=O)N1CC[C@@H]2C(=O)NCCCCCCN(Cc3ccncc3)[C@@H]2C1
20%	Cc1ccc(C)c(S(=O)(=O)N2CCCOC2CNC(=O)C(=O)NCc2cccs2)c1 (stereo not given)
-9%	O=C(Cn1c(=O)n2nc(-c3cccc(F)c3)nc2c2ccccc21)N1CCN(c2ccccc2F)CC1
27%	CCc1nnc(NC(=O)c2ccc(F)c(S(=O)(=O)N3CCCCC3)c2)s1
u	COc1cncc(Nc2cnc3ccc(-c4ccc(F)cc4)nn23)c1
-7%	CCc1nnc2c(NCc3cccc(OC)c3)nc3ccccc3n12
20µM*	Cc1nc(CNC(=O)c2ccc3oc(-c4cccc(F)c4)nc3c2)cs1
u	CCOC(=O)CSC1=C(C#N)C(c2ccccc2C)C2=C(CCCC2=O)N1 (stereo not given)
8%	CC(C)n1nc(C(=O)Oc2cc(Cl)ccc2Cl)c2ccccc2c1=O
u	O=C(COC(=O)c1cc(-c2cccs2)nc2ccccc12)c1ccc(F)cc1
16%	O=C1CCCCCN1CCNc1nc2ccccc2o1
-6%	COC(=O)c1cc(NC(=O)c2cnccn2)cc(C(=O)OC)c1
u	Cn1cc(S(=O)(=O)c2ccccc2)c(=O)c2cc(F)c(N3CCCCCC3)cc21
u	CCn1nc(C)c(CCC(=O)NC2CCCc3c2[nH]c2ccccc32)c1C (stereo not given)
u	CC1CCN(S(=O)(=O)c2ccc3nc(NCc4ccccc4)ccc3c2)CC1
-13%	CN(CC(=O)N1c2ccccc2NC(=O)CC1C(F)(F)F)Cc1ccccc1Cl (stereo not given)
34%[activator]	CC1CCC2(CC1)NC(=O)N(CC(=O)N1CCc3ccccc31)C2=O (stereo not given)
19%	Cc1nc2cc(NC(=O)COc3cccc(Br)c3)ccc2o1
-1%	O=C(Nc1nc2ccccc2s1)C1CCCc2ccccc21 (stereo not given)
12%	Cc1cccc(NC(=O)c2cc3cc(Br)ccc3oc2=O)c1
-4%	CCN(C(=O)COC(=O)c1c(NC(C)=O)sc(C)c1C)c1c(N)n(Cc2ccccc2)c(=O)[nH]c1=O
-4%	CC(=O)N(Cc1cccnc1)c1nc2c(C)c(C)ccc2s1
-2%	O=C(Cn1cccc1-c1nc(-c2ccc3c(c2)OCO3)no1)Nc1cccc(Cl)c1
u	COc1ccc(-c2cc(C(F)(F)F)nc(S(C)(=O)=O)n2)cc1
-5%	COc1ccc(NC(=O)COc2ccc(-c3nnc4n3CCCC4)cc2)c(OC)c1
-4%	Cn1nc(NC(=O)CSc2ccccc2)c2c(N3CCOCC3)cccc21
-28%	COc1ccc(CCn2c(=O)c3cccnc3n(CC(=O)Nc3ccc(C)cc3C)c2=O)cc1OC
-14%	CCC(=O)N1CCc2cc(Br)cc(S(=O)(=O)N3CCCC(C(=O)NCc4ccc(C)cc4)C3)c21 (stereo not given)
-23%[86.2 µM]	Cc1noc(C)c1-c1ccc2c(n1)CN(CCOc1ccccc1)C(=O)CO2
-6%	O=C(COc1ncnc2ccc(Br)cc12)NCc1ccccc1

2 records picked at random from the list so far, as already listed:
KDM5B inhibitor	compound
u	CCN1CCN(CCNC(=O)c2cc(-c3ccc(NC(C)=O)cc3)nc3ccccc23)CC1
27%	CCc1nnc(NC(=O)c2ccc(F)c(S(=O)(=O)N3CCCCC3)c2)s1

New compounds follow
KDM5B inhibitor	compound
-15%	Cc1cccc(CN2CCCN(S(=O)(=O)c3cn(C)cn3)C(c3ccccc3)CC(=O)NCC2)c1 (stereo not given)
-6%	Cc1ccc(-c2nc(C(=O)N3CCN(c4cccc(C)c4C)CC3)no2)cc1
u	O=C(Nc1nc2n(n1)C(c1ccc(F)cc1)C=C(c1ccccc1)N2)c1ccco1 (stereo not given)
u	Cc1ccc(C=Nc2ccc(N=Cc3ccc(C)s3)cc2)s1
-14%	CCC(C(=O)Nc1ccccc1OC)n1c(C(=O)OC)cc2sc(Cl)cc21 (stereo not given)
u	COCCN1C(=O)[C@@H]2C[C@@H](CN2C(C)C)Oc2ccccc21
u	CCOc1ccc2[nH]c(=O)c(CN(C)CC3CCN(C)C3)cc2c1 (stereo not given)
-17%	O=C(Nc1ccccc1)N1CCC(c2nn(-c3ccc(F)cc3)c(=O)[nH]2)CC1
u	S=C1NC(=S)/C(=C/C=C/c2ccco2)S1
18%	Cc1ccc(NC(=O)CCc2ncc(-c3ccc(F)cc3)o2)c(C)c1
u	Cc1nc2c(C(=O)NCc3ccccc3Cl)c[nH]n2c(=O)c1Cc1cccc(Cl)c1
u	COc1ccc(Nc2oc(/C=C/c3ccc(OC)c(OC)c3)nc2C#N)cc1
-19%	Cc1nc(C)c(C(=O)N2CCc3nnc([C@@H]4C[C@@H](O)CN4C(C)C)n3CC2)s1
5%	CCN(CC)C(=O)N1CCCC1c1noc(COc2ccc(F)cc2)n1 (stereo not given)
-8%	N#Cc1ccc(C(=O)Nc2ccc([C@@H](O)[C@H]3COCC(=O)N3CCCc3ccccc3)cc2)cc1
22%	CCCCCC/C=N/NC(=O)Cc1cccc2ccccc12
35%[activator]	CCOc1ccc(Nc2nc(N)nc(CCl)n2)cc1
-10%	CC(NC(=O)CSc1nnc(-c2nn(Cc3ccccc3)c(=O)c3ccccc23)o1)c1ccccc1 (stereo not given)
-17%	Cc1nc(CCC(=O)N2CCCC(c3nccn3CCCN(C)C)C2)n[nH]1 (stereo not given)
19%	C[n+]1ccc(/C=C/c2cccs2)cc1
-2%	CCOc1ccc2nc(NC(=O)c3nn(C(C)C)c(=O)c4ccccc34)sc2c1
-6%	NS(=O)(=O)c1ccc(N/N=C/c2cccc([N+](=O)[O-])c2)cc1
-17%	O=C(NCCc1noc(-c2ccncc2)n1)C1CC(=O)N(c2ccc(F)c(Cl)c2)C1 (stereo not given)
-17%	CCCCN(C)C(=O)CN1C(=O)NC2(CCOCC2)C1=O
32µM*	CNC(=O)c1ccc2c(c1)NC(C)(COc1ccccc1)CO2 (stereo not given)
u	c1ccc2oc(N3CCN(Cc4ccc(-c5ccn[nH]5)o4)CC3)nc2c1
14%	CCC(C)c1ccc(NC(=O)Cc2cccs2)cc1 (stereo not given)
u	COc1ccc(-c2noc(-c3cccn3CC(=O)N(C)c3ccccc3)n2)cc1F
0%	Cc1nc2c(ccc3ccccc32)c(C)c1C
28%	CC(Sc1nc(CN2CCOCC2)nc2ccccc12)C(=O)Nc1ccccc1F (stereo not given)

3 compounds already listed, sorted by length of the SMILES, ascending:
KDM5B inhibitor	compound
19%	C[n+]1ccc(/C=C/c2cccs2)cc1
u	c1ccc2oc(N3CCN(Cc4ccc(-c5ccn[nH]5)o4)CC3)nc2c1
-2%	CCOc1ccc2nc(NC(=O)c3nn(C(C)C)c(=O)c4ccccc34)sc2c1

The list goes on.
KDM5B inhibitor	compound
-15%	O=C(c1ccc(=O)[nH]c1)N1C[C@@H](CN2CCCC2)[C@@H](CO)C1
-5%	Clc1cccc(/C=N/N=C/c2cccc(Cl)c2)c1
-13%	Cc1ccc(NC(=O)CSc2nnc(N)s2)c(C)c1
17%	COc1cc2c(cc1OC)C(CNC(=O)c1ccccc1Cl)N(C(=O)Nc1ccccc1F)CC2 (stereo not given)
i	O=C(Nc1ccccn1)C1=C(c2ccccc2)S(=O)(=O)CCO1
0%	C[C@@H]1CN(C(=O)Cc2cccnc2)C[C@H]1c1nc(-c2ccncc2)no1
u	O=C(CC1SC(=O)N(c2ccccc2)C1=O)Nc1ccc(Br)cc1 (stereo not given)
35µM*	Cc1ccccc1CN1Cc2nc(NCc3ccncc3)ccc2OCC1=O
u	COc1ccc(C2C=C(c3ccc(Br)cc3)Nc3nnnn32)c(OC)c1 (stereo not given)
-2%	CC(C)c1noc([C@@H]2C[C@H]3C(=O)NCCCCCCN(C(=O)c4cccc(C#N)c4)[C@H]3C2)n1
-15%[115 µM]	O=[S+]([O-])(c1ccncc1)c1nnn2c1nc(N1CCOCC1)c1ccccc12
-4%	CC(COc1ccc(Cl)cc1)CN1CCC(C(O)(c2ccccc2)c2ccccc2)CC1 (stereo not given)

Single entries from the list:
Clc1cccc(/C=N/N=C/c2cccc(Cl)c2)c1 in KDM5B inhibitor → -5%
C[C@@H]1CN(C(=O)Cc2cccnc2)C[C@H]1c1nc(-c2ccncc2)no1 in KDM5B inhibitor → 0%
Cc1ccccc1CN1Cc2nc(NCc3ccncc3)ccc2OCC1=O in KDM5B inhibitor → 35µM*
O=C(c1ccc(=O)[nH]c1)N1C[C@@H](CN2CCCC2)[C@@H](CO)C1 in KDM5B inhibitor → -15%
COc1cc2c(cc1OC)C(CNC(=O)c1ccccc1Cl)N(C(=O)Nc1ccccc1F)CC2 (stereo not given) in KDM5B inhibitor → 17%
